High-throughput results deposited in PubChem BioAssay by Sanford-Burnham Center for Chemical Genomics.
NadD inh: blocks S. aureus nicotinate mononucleotide adenylyltransferase | purified NadD enzyme, colorimetric absorbance read-out | inhibition, % at 20 µM | 360,000 compounds, 0.78% hits | AID 602399; in the data active = inhibition above about 26%; note: some compounds past the cut are filed as inactive
STEP block: STEP (human) phosphatase inhibition; P54829; recombinant STEP, OMFP fluorogenic substrate, fluorescence; inhibition, % at 20 µM; 360,000 compounds, 0.25% hits;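 active = inhibition at 20 µM, scaled per plate between control wells, above about 37%, limit read from the data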;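 note: 0% = DMSO with enzyme and substrate and 100% = substrate only without enzyme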
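System: isolated STEP enzyme; schedule: 20 min enzyme reaction at room temperature, protected from light; medium: Bis-Tris buffer pH 6.0, 2.5 mM DTT, 0.005% Tween 20; signal: fluorescence, 480/540 nm; dosing: single compound dose of 20 µM, 1% DMSO final; also added: OMFP substrate, 25 µM final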
SUMO1 PPI mod: alters human SUMO1 binding to SIM partners | P63165 | SUMO1 binding to a labelled peptide, TR-FRET, 1 h | inhibition, % at 20 µM | 360,000 compounds, 0.33% hits | AID 602429; in the data active = inhibition above about 37%
Scp-1 inhibitor: blocks human Scp-1 phosphatase activity | Q9GZU7 | Recombinant Scp1, phosphopeptide, malachite green phosphate absorbance | inhibition, % at 20 µM | 340,000 compounds, 0.88% hits;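 active = inhibition above about 50% at 20 µM, limit read from the data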;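 note: plate controls were DMSO wells with enzyme for no effect and wells lacking enzyme for full effect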
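Material – SCP-1 phosphatase catalytic domain, residues 76-261 · Buffer or medium – Acidic Tris acetate buffer with magnesium and detergent · Also added – Phospho 17-mer peptide substrate · Compound – single 20 µM dose, 1% DMSO · Times – 45 min room-temperature reaction, 5 min colour, 30 min stabiliser · Technique – Phosphate-binding colour reagent, absorbance read at 630 nm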
NRP1-CendR mod: NRP-1/CendR interaction modulation | AID 602438 | 360,000 compounds, 0.85% hits | FAM-RPARPAR peptide binding to NRP-1, fluorescence polarization | inhibition, % at 25 µM | O14786;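 active = inhibition or corrected inhibition above about 18%, plus a signal ratio from 0.5 to 1.5, limit read from the data, passing the limit was not always enough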; note: strong numbers were not always called active
Target sequence (O14786 whole entry, looked up): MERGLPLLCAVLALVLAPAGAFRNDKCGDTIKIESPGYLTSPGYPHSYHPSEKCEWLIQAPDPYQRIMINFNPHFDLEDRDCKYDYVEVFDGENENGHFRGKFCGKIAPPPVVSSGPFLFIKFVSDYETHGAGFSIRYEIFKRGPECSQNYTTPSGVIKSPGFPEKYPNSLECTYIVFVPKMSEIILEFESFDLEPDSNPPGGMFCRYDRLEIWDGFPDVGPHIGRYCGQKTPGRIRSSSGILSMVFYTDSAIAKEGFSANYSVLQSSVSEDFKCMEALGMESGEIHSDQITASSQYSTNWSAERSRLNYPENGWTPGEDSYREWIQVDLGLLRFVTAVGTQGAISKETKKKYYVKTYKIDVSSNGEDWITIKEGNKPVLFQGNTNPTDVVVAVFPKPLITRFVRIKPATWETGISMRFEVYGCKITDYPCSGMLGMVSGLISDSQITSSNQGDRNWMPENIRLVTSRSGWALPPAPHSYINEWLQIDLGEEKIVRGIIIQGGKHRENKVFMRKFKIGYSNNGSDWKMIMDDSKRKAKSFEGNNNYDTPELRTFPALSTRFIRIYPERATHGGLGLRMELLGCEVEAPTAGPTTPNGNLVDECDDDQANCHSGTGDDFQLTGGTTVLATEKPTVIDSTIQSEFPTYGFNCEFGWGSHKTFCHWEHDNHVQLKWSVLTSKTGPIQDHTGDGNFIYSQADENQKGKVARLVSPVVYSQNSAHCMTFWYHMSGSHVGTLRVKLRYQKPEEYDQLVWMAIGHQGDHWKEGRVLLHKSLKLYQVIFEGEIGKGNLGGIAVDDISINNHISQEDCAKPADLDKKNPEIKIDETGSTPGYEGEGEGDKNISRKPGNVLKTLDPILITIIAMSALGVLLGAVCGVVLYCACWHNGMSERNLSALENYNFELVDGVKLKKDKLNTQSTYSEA
SKN-1 inh: C. elegans SKN-1 inhibition | C. elegans VP596 Pgst-4::GFP/RFP ratio, acrylamide-induced, 24 h | inhibition, % at 21.8 µM | 360,000 compounds, 0.49% hits | AID 624304;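 active = interference check ratio from 0.5 to 1.5 plus GFP to RFP signal ratio inhibition reaching or exceeding a fixed threshold, cut at about 30% in these data, passing the limit was not always enough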; note: some compounds called inactive have numbers as strong as hits
DNMT1 block: DNMT1 (human) enzyme inhibition. AID 588458. 360,000 compounds, 0.83% hits. DNMT1 molecular beacon, Hinp1I cleavage, fluorescence. inhibition (reported as % activation of signal), % at 10 µM; in the data active = inhibition above about 50%
Rpn11 block: Rpn11 (human) deubiquitinase inhibition; human 26S proteasome, Ub4-pepOG fluorescence polarization; 20S core pre-blocked with epoxomicin; calls only at 20 µM; 360,000 compounds, 0.59% hits; AID 588493;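 active = inhibition at 20 µM, scaled to each plate's controls, above about 33%, limit read from the data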
LMPTP block: blocks human LMPTP phosphatase. P24666. recombinant LMPTP-A, OMFP fluorogenic substrate, fluorescence intensity. inhibition, % at 20 µM. 360,000 compounds, 0.22% hits;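 active = compounds that cut the enzyme signal by at least half of the control window in the single-dose screen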;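 note: plate controls were DMSO wells with enzyme plus substrate for no effect and substrate without enzyme for full effect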
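Test system – LMPTP-A enzyme · Amount – LMPTP-A at 0.625 nM final in the reaction · Buffer or medium – Bis-Tris pH 6.0, DTT, detergent · Reagent – OMFP 400 µM · Doses – single 20 µM dose · Schedule – reaction 50 min, room temperature, dark · Detection – fluorescence intensity of OMFP turnover product · Evaluation – percent inhibition versus substrate-only and uninhibited controls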
MT1-MMP act inh: MT1-MMP (human) activation inhibition | 360,000 compounds, 0.061% hits | HT1080 RFP-PRO-GFP cells, GFP/RFP ratio fluorescence, overnight; percent of plate control window, DMSO zero | GFP/RFP ratio change, % at 20 µM | P50281 | AID 651647;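 active = GFP/RFP ratio change of at least 30% with cell ATP level not reduced by more than half and red fluorescence within 50% of control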; note: strong numbers were not always called active
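Assay system: RFP-PRO-GFP reporter HT1080 cells; read-out basis: GFP/RFP fluorescence ratio; benchmarks: DMSO wells and RFP-L50D-GFP cells; doses: 20 µM single dose, 1% DMSO; schedule: overnight cell settling, then overnight compound exposure, 37 °C, 5% CO2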
The depositor's hits bear a star; i = inactive.

| cpd | structure | NadD inh | STEP block | SUMO1 PPI mod | Scp-1 inhibitor | NRP1-CendR mod | SKN-1 inh | DNMT1 block | Rpn11 block | LMPTP block | MT1-MMP act inh |
| --- | --- | --- | --- | --- | --- | --- | --- | --- | --- | --- | --- |
| 1 | Cn1c(SCC(=O)N(C2CCCCC2)C2CCCCC2)nnc1-c1cccs1 | 4 | 2 | 4 | 7 | -8 | 7 | 3 | i | 0.0 | -10 |
| 2 | CNC(=S)Nc1ccc(OC)c(OC)c1 | -4 | 4 | -3 | -5 | 14 | -6 | 3 | i | -0.3 | 1 |
| 3 | O=C(O)CCC(=O)OCCc1cc2ccccc2c(=O)o1 | -2 | -2 | 3 | -5 | 1 | -9 | 7 | i | 1.7 | 0 |
| 4 | Cn1c(Cn2c(C(F)(F)F)nc3ccccc32)nc2ccccc21 | 7 | -2 | 0 | -2 | -4 | 19 | 1 | i | -1.2 | 1 |
| 5 | NS(=O)(=O)c1ccc(NC(=S)NCc2ccccc2)cc1 | -8 | 3 | -4 | -7 | -2 | -12 | 3 | i | -0.1 | 0 |
| 6 | Cc1ccccc1CN(c1ccc(C(=O)N/N=C/c2ccc(OCC(N)=O)cc2)cc1)S(C)(=O)=O | -1 | -1 | 6 | 1 | -8 | -20 | -13 | i | 0.2 | 1 |
| 7 | Cc1cc(C)c(-c2csc(NC(=O)C3=NN(c4ccccc4)C(=O)CC3)n2)c(C)c1 | 25 | 1 | 2 | 7 | -5 | -1 | -8 | i | 2.4 | -16 |
| 8 | C/C=C/C1=CC(=O)C[C@H](c2ccc(Cl)cc2)C1 | -1 | -1 | -17 | -21 | -2 | 27 | -3 | i | 1.2 | 2 |
| 9 | O=C(CSc1nnc(C2COc3ccccc3O2)o1)N1CCOCC1 (stereo not given) | 8 | -3 | 0 | -11 | 7 | 24 | -3 | i | -1.3 | 0 |
| 10 | COCCCn1nnnc1SCC(=O)Nc1nc(C)c(C)s1 | -1 | 2 | 3 | 52* | 4 | 9 | -3 | i | 0.5 | 3 |

In another format: two of the compounds above
item | NadD inh | STEP block | SUMO1 PPI mod | Scp-1 inhibitor | NRP1-CendR mod | SKN-1 inh | DNMT1 block | Rpn11 block | LMPTP block | MT1-MMP act inh | SMILES
4 | 7 | -2 | 0 | -2 | -4 | 19 | 1 | i | -1.2 | 1 | Cn1c(Cn2c(C(F)(F)F)nc3ccccc32)nc2ccccc21
5 | -8 | 3 | -4 | -7 | -2 | -12 | 3 | i | -0.1 | 0 | NS(=O)(=O)c1ccc(NC(=S)NCc2ccccc2)cc1

Remaining list, next part:
| cpd | structure | NadD inh | STEP block | SUMO1 PPI mod | Scp-1 inhibitor | NRP1-CendR mod | SKN-1 inh | DNMT1 block | Rpn11 block | LMPTP block | MT1-MMP act inh |
| --- | --- | --- | --- | --- | --- | --- | --- | --- | --- | --- | --- |
| 11 | Cc1ccc(S(=O)(=O)NC(=O)NCc2ccco2)cc1 | 2 | 2 | 10 | 9 | 10 | 17 | 2 | i | -0.6 | -3 |
| 12 | Cc1cc(C)cc(NC2=CC(=O)CC(c3ccco3)C2)c1 (stereo not given) | 5 | -1 | 4 | 7 | 11 | 4 | 6 | i | -1.3 | -3 |
| 13 | CCOC(=O)c1c(S(=O)(=O)Nc2ccccc2OCC)c(C)n(C)c1C | -2 | 0 | 5 | -11 | 8 | -6 | 10 | i | -1.4 | 3 |
| 14 | CCN(CC)C(=O)Cn1cc(/C=C(\C#N)C(=O)N2CCN(c3ccccc3)CC2)c2ccccc21 | 1 | 19 | -12 | 6 | -2 | 4 | -6 | i | 0.2 | -2 |
| 15 | COc1ccc(S(=O)(=O)Nc2ccc(Cl)cn2)cc1 | -3 | -1 | 4 | 5 | 10 | 12 | 3 | i | -2.2 | -3 |
| 16 | Cc1cc(C)cc(NC(=S)NCCN2CCOCC2)c1 | 0 | 2 | 0 | -5 | -8 | -1 | 0 | i | -0.5 | 0 |
| 17 | CCOC(=O)C1=C(C)NC(c2cccs2)C(=O)N1 (stereo not given) | -1 | -2 | -2 | -7 | 3 | 9 | 1 | i | -0.7 | 4 |
| 18 | CCOc1ccccc1N1CCN(C(=S)NCc2ccco2)CC1 | -5 | -1 | 0 | -3 | 4 | 9 | -6 | i | -0.7 | 4 |
| 19 | C/C(N)=C(/C#N)C(=O)COC(=O)CNS(=O)(=O)c1ccc2ccccc2c1 | -2 | 3 | 2 | 10 | -10 | -2 | 2 | i | 0.3 | -3 |
| 20 | COc1ccc(NC(=O)C(NS(=O)(=O)c2cccs2)C(C)C)cc1Cl (stereo not given) | -5 | 1 | 2 | -2 | 6 | 9 | -1 | i | -0.3 | 0 |
| 21 | CC(=O)c1c(C)nc(Nc2nc3ccccc3s2)nc1C | 1 | 0 | 2 | -11 | 0 | 2 | 18 | i | -2.5 | 2 |

Some of the entries so far, with values ahead of the structure:
| item | NadD inh | STEP block | SUMO1 PPI mod | Scp-1 inhibitor | NRP1-CendR mod | SKN-1 inh | DNMT1 block | Rpn11 block | LMPTP block | MT1-MMP act inh | structure |
| --- | --- | --- | --- | --- | --- | --- | --- | --- | --- | --- | --- |
| 10 | -1 | 2 | 3 | 52* | 4 | 9 | -3 | i | 0.5 | 3 | COCCCn1nnnc1SCC(=O)Nc1nc(C)c(C)s1 |
| 11 | 2 | 2 | 10 | 9 | 10 | 17 | 2 | i | -0.6 | -3 | Cc1ccc(S(=O)(=O)NC(=O)NCc2ccco2)cc1 |
| 12 | 5 | -1 | 4 | 7 | 11 | 4 | 6 | i | -1.3 | -3 | Cc1cc(C)cc(NC2=CC(=O)CC(c3ccco3)C2)c1 (stereo not given) |
| 13 | -2 | 0 | 5 | -11 | 8 | -6 | 10 | i | -1.4 | 3 | CCOC(=O)c1c(S(=O)(=O)Nc2ccccc2OCC)c(C)n(C)c1C |
| 14 | 1 | 19 | -12 | 6 | -2 | 4 | -6 | i | 0.2 | -2 | CCN(CC)C(=O)Cn1cc(/C=C(\C#N)C(=O)N2CCN(c3ccccc3)CC2)c2ccccc21 |
| 15 | -3 | -1 | 4 | 5 | 10 | 12 | 3 | i | -2.2 | -3 | COc1ccc(S(=O)(=O)Nc2ccc(Cl)cn2)cc1 |
| 16 | 0 | 2 | 0 | -5 | -8 | -1 | 0 | i | -0.5 | 0 | Cc1cc(C)cc(NC(=S)NCCN2CCOCC2)c1 |
| 17 | -1 | -2 | -2 | -7 | 3 | 9 | 1 | i | -0.7 | 4 | CCOC(=O)C1=C(C)NC(c2cccs2)C(=O)N1 (stereo not given) |
| 18 | -5 | -1 | 0 | -3 | 4 | 9 | -6 | i | -0.7 | 4 | CCOc1ccccc1N1CCN(C(=S)NCc2ccco2)CC1 |
| 19 | -2 | 3 | 2 | 10 | -10 | -2 | 2 | i | 0.3 | -3 | C/C(N)=C(/C#N)C(=O)COC(=O)CNS(=O)(=O)c1ccc2ccccc2c1 |
| 20 | -5 | 1 | 2 | -2 | 6 | 9 | -1 | i | -0.3 | 0 | COc1ccc(NC(=O)C(NS(=O)(=O)c2cccs2)C(C)C)cc1Cl (stereo not given) |
| 21 | 1 | 0 | 2 | -11 | 0 | 2 | 18 | i | -2.5 | 2 | CC(=O)c1c(C)nc(Nc2nc3ccccc3s2)nc1C |

An unsorted share of the library (roughly 3.9% active in at least one column).
